Screening data from PubChem BioAssay.
MK inhibit: blocks S. pneumoniae mevalonate kinase; inhibition, % at 10 µM; purified MK, PK/LDH-coupled NADH absorbance 340 nm; 0.48% of 65,000 active;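 active = ranked among the strongest by inhibition in the single 10 µM screen, a fixed top-ranked set picked for dose follow-up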; note: no value below 0 was filed
TNAP inhibition: human TNAP enzyme inhibitors, biochemical, luminescent (AID 518). purified TNAP enzyme, luminescent substrate readout; higher % means a stronger effect. inhibition, % at 20 µM, or IC50 in µM where a hit was titrated. 0.09% of 64,000 active; in the data active = a potency from the dose series; inactive = the rest, 99 in 100 with inhibition below about 22%;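 note: plate controls were vehicle for no effect and reference inhibitor for full effect; many of its hits are not listed in these tables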
KRASV12 cytotoxicity: viability loss of HPDE-C7K cells – cell-based, fluorescence, HTS, primary screen (AID 431); HPDE-C7K KRASV12 cells, Alamar Blue viability, 48 h; higher % means a stronger effect; cytotoxicity, % at 10 µM, or EC50 in µM where a hit was titrated; 1.7% of 63,000 active;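 active = compounds whose percent cytotoxicity in the single-dose primary screen, scaled between solvent and toxic-drug controls, exceeds 50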;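 note: 0% = DMSO solvent wells and 100% = doxorubicin-treated wells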
Bfl-1 inhibitors: Bfl-1 inhibitors, primary screen, biochemical, fluorescence polarization, FITC-Bid, mouse (AID 432); FITC-Bid BH3 peptide fluorescence polarization displacement; higher % means a stronger effect; 0.02% of 64,000 active; displacement, % at 20 µM; hits with a dose series show IC50 in µM; in the data active = a potency from the dose series; inactive = the rest, 99 in 100 with displacement below about 15%; note: strong numbers were not always called active
HT1080 viability: cytotoxicity in HT1080 fibrosarcoma cells, cell-based, fluorescence readout (AID 620); HT1080 viability, fluorescence; higher % means a stronger effect; one-dose cytotoxicity, % at 10 µM; EC50 in µM for titrated hits; 0.42% of 87,000 active;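 note: cells exposed to compound overnight then 4 h with Alamar Blue; 0% = vehicle DMSO and 100% = killing control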
PMK inhibit: S. pneumoniae PMK inhibition; purified PMK, PK/LDH-coupled NADH absorbance 340 nm; 0.49% of 65,000 active; inhibition, % at 10 µM;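 active = top-ranked compounds by inhibition in the single 10 µM screen, taking a fixed number of the strongest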;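 note: 0% = full reaction with DMSO carrier and 100% = background rate without enzyme reaction; no value below 0 was filed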
Spn DPM-DC inh: S. pneumoniae DPM-DC inhibition; purified DPM-DC, PK/LDH coupled NADH fluorescence; calls only at 10 µM; 0.49% of 65,000 active;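 active = the 320 compounds with the highest percent inhibition in the single-dose primary screen, excluding strongly autofluorescent ones, cut at about 32% in these data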;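 note: kinetic rate of NADH fluorescence loss reporting ADP formed by the decarboxylase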
HPDE-C7 cytotoxicity: cytotoxicity in HPDE-C7 cells, cell-based, fluorescence, HTS (AID 430); HPDE-C7 pancreatic duct cells viability, fluorescence; higher % means a stronger effect; one-dose cytotoxicity, % at 10 µM; EC50 in µM for titrated hits; 1.8% of 63,000 active;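 note: cells exposed to compound for 48 hours before viability readout; 0% = vehicle and 100% = reference cytotoxic drug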
LYP inhibition: inhibition of human PTPN22 tyrosine phosphatase – biochemical, DiFMUP fluorescence, recombinant catalytic domain, 10 µM, primary screen (AID 606); 52,000 tested, under 10 active; recombinant LYP catalytic domain, DiFMUP fluorescence; higher % means a stronger effect; inhibition, % at 10 µM, or IC50 in µM where a hit was titrated;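 active = IC50 under 40 µM in the dose-response test; inactive = IC50 of 40 µM or more, or never dose-tested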
PMK inhibit pilot replicates: also measured in PMK inhibit; calls as there; inhibition, %; measured here: pilot screen replicates
MK inhibit pilot replicates: further read-out of MK inhibit, marked with its call; inhibition, %; measured here: pilot screen replicates
Spn DPM-DC inh pilot screen %: second read-out of Spn DPM-DC inh, no call of its own (marks repeat the call); inhibition, %; measured here: pilot screen trials
* marks the source's active call; other numbers are inactive results; i = inactive; nt = not tested or not shown. Cut-off read from the data, not from the text of the source, unless noted: active = cytotoxicity above about 50%; inactive = the rest. Not a hit list; about 3.5% have a hit in one of these screens.

SMILES | MK inhibit | TNAP inhibition | KRASV12 cytotoxicity | Bfl-1 inhibitors | HT1080 viability | PMK inhibit | Spn DPM-DC inh | HPDE-C7 cytotoxicity | LYP inhibition | others
COc1ccc(/C(O)=C2\C(=O)C(=O)N(CCCN(C)C)C2c2ccccc2F)cc1Cl (stereo not drawn) | 9 | 5% | -1% | -5% | -1% | 17 | i | 0% | 5%
CCOCCCn1cnc2c([nH]c3cc(OC)ccc32)c1=O | 6 | 1% | -4% | 1% | 6% | 14 | i | 7% | 6%
COC(=O)c1nc2n(n1)C(c1ccccc1OC)C1=C(CCCC1=O)N2 (stereo not drawn) | 7 | 1% | -1% | -4% | -1% | 8 | i | 2% | 15%
CCOC(=O)CSc1nnc(NCC(=O)OC(C)C)c(=O)[nH]1 | 9 | 8% | -6% | 25% | -2% | 13 | i | -30% | 15% | PMK inhibit pilot replicates=3.5;MK inhibit pilot replicates=1.0;Spn DPM-DC inh pilot screen %=5.0
COc1ccc(S(=O)(=O)N(CC(=O)Nc2ccc3c(c2)OCO3)c2ccccc2OC)cc1 | 3 | 12% | 2% | -2% | -2% | 12 | i | -2% | 11%
CCS(=O)(=O)N1CCCC(C(=O)NCCCOC)C1 (stereo not drawn) | 3 | 9% | -9% | 3% | 10% | 11 | i | -1% | 3%
CCn1nnnc1SCC(=O)NCc1ccco1 | 7 | 4% | -19% | -1% | 5% | 5 | i | -5% | nt
CCCCC(c1nnnn1CC1CCCO1)N1CCN(c2cc(Cl)ccc2C)CC1 (stereo not drawn) | 11 | 13% | 36% | -9% | -7% | 17 | i | 29% | 9%
COc1ccc(C/C(O)=C(\C#N)c2nc3ccccc3[nH]2)cc1OC | 6 | 8% | 23% | 2% | -6% | 13 | i | 20% | nt
Cn1c(CN2CCOCC2)nc2cc(NC(=O)c3ccccc3Cl)ccc21 | 6 | 11% | -2% | -8% | -9% | 8 | i | -2% | 11% | PMK inhibit pilot replicates=0.0;MK inhibit pilot replicates=0.0;Spn DPM-DC inh pilot screen %=0.5
CS(=O)(=O)N1CCC(C(=O)c2cccc(Cl)c2)CC1 | 4 | 5% | -12% | -5% | -15% | 7 | i | 0% | 4%
COc1cc2c(cc1OC)C1=C(C#N)CCC(=O)N1CC2 | 4 | nt | nt | nt | -5% | 0 | i | nt | 17%
O=S(=O)(NCc1ccc(F)cc1)c1ccc2c(c1)OCCO2 | 3 | 4% | 4% | -4% | -8% | 4 | i | -5% | 8%
Cc1ccc(S(=O)(=O)C2(C(=O)Nc3ccc(F)cc3)CC2)cc1 | 0 | 8% | -1% | -4% | 6% | 12 | i | -12% | 13%
Cc1c(C)c2c(C)nn(-c3ccccc3)c2[nH]c1=O | 11 | 7% | -6% | 6% | nt | 0 | i | 6% | 2%
CCCCCCC(=O)N(O)C1CC(=O)N(c2ccccc2)C1=O (stereo not drawn) | 2 | 5% | -1% | -1% | 3% | 3 | i | -4% | 9%
O=C(CCS(=O)(=O)c1cccc2nonc12)NCCc1ccccc1Cl | 12 | 13% | -20% | -8% | -6% | 0 | i | -26% | 8%
COc1ccc(-n2c(SCC(=O)N3CCN(c4ccccc4)CC3)nc3c(c2=O)SCC3)cc1 | 8 | 11% | 0% | 0% | -1% | 2 | i | -13% | -11%
CCc1ccc(S(=O)(=O)NCCc2csc(-c3ccccc3)n2)s1 | 1 | nt | nt | nt | -7% | 9 | i | nt | 12%
CCOC(=O)c1cc2c(c(CSc3nc4ccccc4c(=O)n3Cc3ccco3)c1)OCOC2 | 0 | 15% | 62%* | -3% | 7% | 1 | i | 41% | 3%
CC(C)NC(=O)NC1C2CC3CC(C2)CC1C3 (stereo not drawn) | 2 | 6% | 2% | -4% | 6% | 18 | i | -14% | nt
CN(C)CCCN1C(=O)c2oc3ccc(Cl)cc3c(=O)c2C1c1cccnc1 (stereo not drawn) | 10 | 17% | 13% | -7% | 2% | 12 | i | 2% | 0% | PMK inhibit pilot replicates=5.5;MK inhibit pilot replicates=2.5;Spn DPM-DC inh pilot screen %=1.0
COC(=O)c1sccc1NC(=O)c1c(C)noc1C | 1 | 16% | -14% | -6% | -2% | 8 | i | -6% | 11%
O=C(NCC12CC3CC(CC(C3)C1)C2)c1nc2ncccn2n1 | 6 | 6% | 7% | -11% | -4% | 21 | i | -3% | -8%
Cc1cc(N2CCOCC2)nc2ccc(NC(=O)C3CCC(C)CC3)cc12 (stereo not drawn) | 1 | 6% | -15% | -4% | 4% | 3 | nt | -23% | -5% | PMK inhibit pilot replicates=0.0;MK inhibit pilot replicates=1.5
O=S(=O)(Nc1cccc(-c2cn3ccsc3n2)c1)c1ccc(F)cc1 | 2 | 7% | 42% | -6% | 28% | 12 | i | 34% | -10%
O=C(OC(C(=O)NCc1cccs1)c1ccc(F)cc1)c1ccco1 (stereo not drawn) | 0 | 4% | -4% | -2% | 23% | 22 | i | -8% | 11%
N#Cc1cc2sc3nc4ccccc4n3c2cc1C#N | 5 | 15% | 19% | 1% | -2% | 5 | i | -7% | 1%
Nc1nonc1NC(=O)CSc1ncccc1C(=O)O | 5 | 5% | nt | 2% | 12% | 7 | i | nt | -1%
COc1ccccc1C(=O)Nc1ccc2oc(-c3ccc(F)cc3)nc2c1 | 2 | 5% | nt | 15% | 5% | 11 | nt | nt | 4%
COCCNC(=O)C(c1ccc(F)cc1)N(CC1CCCO1)C(=O)CCC(=O)Nc1ccccn1 (stereo not drawn) | 8 | 5% | -8% | -4% | -3% | 5 | i | -2% | nt
O=C(Nc1cnn(C23CC4CC(CC(C4)C2)C3)c1)c1cc(-c2ccccc2)on1 | 3 | 2% | 17% | -3% | 5% | 6 | i | 15% | -2%
Clc1ccc(-c2nnc3sc(Cc4cccs4)nn23)cc1 | 12 | 5% | 14% | 1% | -3% | 6 | i | 9% | -8%
CCCCCC(=O)Nc1ccc2oc(-c3cncc(Br)c3)nc2c1 | 9 | 11% | -11% | -6% | -1% | 7 | i | -3% | -5%
C=CCn1c(COc2ccccc2)nnc1SCC(=O)C(C)(C)C | 8 | 22% | 8% | -5% | -4% | 6 | i | 5% | 9% | PMK inhibit pilot replicates=0.5;MK inhibit pilot replicates=1.0;Spn DPM-DC inh pilot screen %=0.0
C=Cn1c(N2CCOCC2)nc2c1c(=O)[nH]c(=O)n2C | 9 | 6% | -3% | -1% | 0% | 13 | i | 12% | 0% | PMK inhibit pilot replicates=0.5;MK inhibit pilot replicates=0.0;Spn DPM-DC inh pilot screen %=0.0
CN(C(=O)C1CCOC1)c1nnc(-c2ccccn2)s1 (stereo not drawn) | 0 | 7% | 1% | -3% | 1% | 0 | i | -3% | nt
O=C(O)C1NCCc2ccccc21 (stereo not drawn) | 10 | 6% | 1% | -2% | -5% | 12 | i | -6% | 4%
Cc1ccc(C(=O)CSc2nc3cccnc3n2C)cc1 | 7 | 9% | -11% | -8% | 6% | 6 | i | 1% | 10%
CC#CCCCC(=O)Nc1ccc(C(=O)O)cc1 | 1 | 20% | 13% | -1% | 16% | 15 | i | 6% | 11%
O=C(Nc1ccc(Cl)c(Cl)c1)Nc1cc(C(=O)N2CCOCC2)ccc1N1CCCCC1 | 10 | 22% | 5% | 4% | 3% | 21 | i | 6% | 9% | PMK inhibit pilot replicates=0.0;MK inhibit pilot replicates=0.0;Spn DPM-DC inh pilot screen %=0.0
O=C(C1CCN(c2ncnc3c2sc2cccc(F)c23)CC1)N1CCOCC1 | 7 | 2% | 11% | -8% | 1% | 8 | i | 15% | 12%
CCS(=O)(=O)N1CCC(C(=O)NCCC2=CCCCC2)CC1 | 4 | 3% | -20% | 3% | 6% | 22 | i | -16% | 10%
CCCOc1ccc(C2/C(=C(/O)c3ccccc3)C(=O)C(=O)N2CCCN(C)C)cc1OC (stereo not drawn) | 3 | 5% | 2% | -2% | -1% | 6 | i | -11% | -9%
COc1ccc2nc(C)c3cc(C)oc3c2c1 | 15 | 10% | -3% | -1% | -5% | 8 | i | -10% | 8%
CN1CCN(CCC(=O)Nc2ccccc2Cl)CC1 | 8 | 26% | -1% | -8% | 0% | 0 | i | -10% | 9%
Cc1cc(CCN2CCC(=O)NC2=O)ccc1OC(C)C | 11 | 4% | 1% | 5% | -10% | 14 | i | -13% | 0%
COc1cc(NC(=O)C2CCCN2S(=O)(=O)c2cccc3cccnc23)cc(OC)c1OC (stereo not drawn) | 7 | 12% | -6% | -10% | nt | 0 | i | -12% | nt | PMK inhibit pilot replicates=0.0;MK inhibit pilot replicates=0.0;Spn DPM-DC inh pilot screen %=2.0
COc1cccc(NC2=CC(=O)CC(C)(C)C2)c1 | 3 | 7% | -4% | 11% | -5% | 0 | i | -18% | 8%
CCCOC(=O)C1[C@H]2C(=O)N(Cc3ccco3)C[C@]23C=C[C@H]1O3 (stereo partly drawn) | 0 | 8% | -10% | 2% | 19% | 7 | i | -13% | 5%

Retrieved by compound from above, two records:
SMILES | MK inhibit | TNAP inhibition | KRASV12 cytotoxicity | Bfl-1 inhibitors | HT1080 viability | PMK inhibit | Spn DPM-DC inh | HPDE-C7 cytotoxicity | LYP inhibition | others
COc1cccc(NC2=CC(=O)CC(C)(C)C2)c1 | 3 | 7% | -4% | 11% | -5% | 0 | i | -18% | 8%
CN1CCN(CCC(=O)Nc2ccccc2Cl)CC1 | 8 | 26% | -1% | -8% | 0% | 0 | i | -10% | 9%

Ordered by SMILES length (high to low): some entries from above.
SMILES | MK inhibit | TNAP inhibition | KRASV12 cytotoxicity | Bfl-1 inhibitors | HT1080 viability | PMK inhibit | Spn DPM-DC inh | HPDE-C7 cytotoxicity | LYP inhibition | others
CCCOc1ccc(C2/C(=C(/O)c3ccccc3)C(=O)C(=O)N2CCCN(C)C)cc1OC (stereo not drawn) | 3 | 5% | 2% | -2% | -1% | 6 | i | -11% | -9%
COc1cc(NC(=O)C2CCCN2S(=O)(=O)c2cccc3cccnc23)cc(OC)c1OC (stereo not drawn) | 7 | 12% | -6% | -10% | nt | 0 | i | -12% | nt | PMK inhibit pilot replicates=0.0;MK inhibit pilot replicates=0.0;Spn DPM-DC inh pilot screen %=2.0
CCCOC(=O)C1[C@H]2C(=O)N(Cc3ccco3)C[C@]23C=C[C@H]1O3 (stereo partly drawn) | 0 | 8% | -10% | 2% | 19% | 7 | i | -13% | 5%
Cc1cc(CCN2CCC(=O)NC2=O)ccc1OC(C)C | 11 | 4% | 1% | 5% | -10% | 14 | i | -13% | 0%
COc1cccc(NC2=CC(=O)CC(C)(C)C2)c1 | 3 | 7% | -4% | 11% | -5% | 0 | i | -18% | 8%
CN1CCN(CCC(=O)Nc2ccccc2Cl)CC1 | 8 | 26% | -1% | -8% | 0% | 0 | i | -10% | 9%
